# Source: PubChem BioAssay (National Center for Advancing Translational Sciences (NCATS))
# NPC1 prom act = activators of NPC1 promoter | Huh7 NPC1 promoter luciferase reporter, 24 h | Potency, µM (highest dose often 9.22 µM), without a hit: top-dose activation, most hits filed as activators | hit rate 2.4% among 320,000 | AID 485313;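 further: % of control where 0% means no effect; nearly all actives have a fitted effect of over 60% in size; reporter is driven by a mutant NPC1 promoter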
#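 Readout is luciferase luminescence, reflecting NPC1 promoter activation in stably transfected Huh7 cells after 24 h compound exposure at 37 °C in reduced-serum medium with 10% FBS.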
# p53 reactivation = re-activators of mutant p53; H1299 p53-A138V BP100-luciferase reporter, luminescence, 24 h; Potency, µM (titrated, usually from 92.2 µM), without a hit: top-dose activity change, positive = activation, usual class: activators; hit rate 0.063% among 320,000; AID 504706; further: % of control where 0% means no effect; nearly all actives have a fitted effect of over 45% in size
#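 H1299 (p53-null), stable ts p53-A138V + BP100-Luc; 1000 cells/well, Opti-MEM/10% FBS; cpd 4 pt, 1:5; 24 h, 37 deg C, 5% CO2; detection reagent 10 min RT; luminescence.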
# Rab9 prom act = activators of Rab9 promoter | Huh7 Rab9 promoter-luciferase reporter, luminescence, 24 h | Potency, µM (series often up to 9.22 µM), for inactives: at the highest dose activation, negative = inhibition, actives largely listed as activators | hit rate 2.8% among 320,000 | AID 485297; further: % of control where 0% means no effect; nearly all actives have a fitted effect of over 60% in size
#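 Luminescence from Amplite-detected luciferase (10 minutes, ambient) reports Rab9 promoter activation. Before that, stable Rab9-luciferase Huh7 cells (1500/well, reduced-serum OP-MEM I plus 10% FBS) were exposed to compound for 24 hours at 37C.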
# FLuc modulator = counter-screen for miR-21 project: firefly luciferase inhibitors or activators; Potency, µM (highest dose often 57.5 µM), inactives show at the top dose activity change, negative = inhibition, actives largely listed as inhibitors; purified FLuc, Km substrates, luminescence inhibition; AID 588342; hit rate 6.9% among 360,000; P08659;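 further: plate controls were vehicle for no effect and reference inhibitor for full effect; nearly all actives have a fitted effect of over 55% in size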
#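 Purified P. pyralis luciferase, 10 nM final, with Km-level 10 uM D-luciferin and 10 uM ATP in 50 mM Tris acetate pH 7.5, 10 mM Mg acetate, 0.01% Tween-20, 0.05% BSA; 6-point qHTS titration about 60 µM downward; luminescence read.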
# Gal4-VP16 FLuc = inhibits Gal4-VP16 luciferase reporter, ROR gamma counter-screen; AID 2546; Drosophila S2 Gal4-VP16 UAS-luciferase, luminescence, 20 h; Potency, µM (top dose mostly 53.6 µM), for inactives: top-dose activity, negative = inhibition, most hits filed as inhibitors; hit rate 3.5% among 310,000;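 further: Gal4-VP16 expression switched on by copper sulfate through the metallothionein promoter; on the % scale 0 is the no-effect control and ±100 the full control effect; nearly all actives have a fitted effect of over 50% in size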
# ELG1 genotoxic = genotoxicity induction in ELG1-luciferase HEK293T cells. HEK293T ELG1-luciferase reporter, luminescence, 16 h. Potency, µM (titrated, usually from 46 µM), without a hit: top-dose activity change, positive = activation, hits mostly activators. hit rate 1.3% among 330,000. AID 504466; further: % of control where 0% means no effect; nearly all actives have a fitted effect of over 60% in size
#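 Genotoxicity was scored as increased ELG1-luciferase reporter signal, measured by ONE-Glo luminescence (30 min, room temperature). Compound or vehicle exposure of the HEK293T reporter cells lasted 16 hr at 37°C.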
# BRCA1 expr act = activators of BRCA1 expression; Potency, µM (highest dose often 46.1 µM), for the others: at the highest dose activation, hits mostly activators; hit rate 1.1% among 380,000; MCF7-BRCA1-FFLuc reporter, luminescence, 48 h; response scale: scaled: vehicle 0%, 10 µM genistein 100%; further: nearly all actives have a fitted effect of over 80% in size; some results filed as inactive show a strong effect at the top dose
#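 Luminescence from a BRCA1-driven firefly luciferase in MCF7 cells was the read-out, taken 15 min after substrate addition following 48 h compound exposure at 37 °C. Data were normalized to a 10 microM genistein control and DMSO vehicle.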
# MBNL1-CUG inh = MBNL1-poly(CUG) RNA binding inhibition. TR-FRET MBNL1-His/biotin-(CUG)12 binding, 665/545 ratio. Potency, µM (highest dose often 57.5 µM), for inactives: top-dose activity change, negative = inhibition, hits mostly inhibitors. AID 2675. hit rate 0.036% among 280,000; active means well fitted inhibition curve with a large enough effect in the signal ratio, with a control signal flat, not every such curve was filed as active; inconclusive means small, poorly fitted or top-dose-only effect, or effect the other way, or a change in a side signal; inactive means no such curve, though single readings can be large or run the other way; the % refers to the signal ratio; further: on the % scale 0 is the no-effect control and ±100 the full control effect
# Target sequence (Q9NR56 whole entry, looked up): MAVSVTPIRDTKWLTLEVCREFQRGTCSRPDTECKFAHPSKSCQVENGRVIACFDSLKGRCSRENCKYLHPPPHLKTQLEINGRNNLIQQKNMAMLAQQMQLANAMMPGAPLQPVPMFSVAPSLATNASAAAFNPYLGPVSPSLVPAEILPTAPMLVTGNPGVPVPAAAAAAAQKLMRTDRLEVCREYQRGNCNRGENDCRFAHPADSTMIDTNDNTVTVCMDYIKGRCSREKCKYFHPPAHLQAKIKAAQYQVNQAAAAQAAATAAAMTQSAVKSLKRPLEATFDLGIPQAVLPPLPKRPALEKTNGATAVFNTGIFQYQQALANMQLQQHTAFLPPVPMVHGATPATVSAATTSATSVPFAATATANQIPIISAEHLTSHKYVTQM
#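 TR-FRET readout: Ex 340 nm, 665/545 nm emission ratio, normalized to buffer-only (basal) and MBNL1-(CUG)12 controls. Complex of MBNL1-His with Biotin-(CUG)12, compounds 92 nM–58 uM, incubated 60 min at room temperature.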
# RORgamma inh = blocks mouse ROR gamma transcriptional activity | P51450 | Drosophila S2 Gal4-RORgamma UAS-luciferase reporter, 20 h | Potency, µM (doses to about 53.6 µM), for inactives: at the highest dose activity change, negative = inhibition, actives largely listed as inhibitors | hit rate 5.4% among 310,000 | AID 2551; further: on the % scale 0 is the no-effect control and ±100 the full control effect; nearly all actives have a fitted effect of over 60% in size
# Target sequence (P51450 whole entry, looked up, the tested form may be a part): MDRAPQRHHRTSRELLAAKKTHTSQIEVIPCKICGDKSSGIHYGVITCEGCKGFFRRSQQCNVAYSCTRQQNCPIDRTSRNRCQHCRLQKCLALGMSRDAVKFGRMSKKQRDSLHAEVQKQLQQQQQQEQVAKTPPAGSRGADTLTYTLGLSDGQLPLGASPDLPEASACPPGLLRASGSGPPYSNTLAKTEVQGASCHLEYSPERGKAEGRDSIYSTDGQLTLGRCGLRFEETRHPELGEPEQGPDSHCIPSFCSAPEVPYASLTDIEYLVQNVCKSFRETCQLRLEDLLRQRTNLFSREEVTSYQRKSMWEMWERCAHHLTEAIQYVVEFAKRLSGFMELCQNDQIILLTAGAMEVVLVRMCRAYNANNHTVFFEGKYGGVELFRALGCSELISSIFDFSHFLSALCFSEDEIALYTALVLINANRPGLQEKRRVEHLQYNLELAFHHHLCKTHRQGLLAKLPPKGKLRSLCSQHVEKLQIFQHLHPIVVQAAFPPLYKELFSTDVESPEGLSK
#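 Luciferase reporter read in Schneider cells carrying Gal4-RORγ (mouse) and UAS-Photinus luciferase; cells given compound 1 h before 700 uM copper sulfate induction, then incubated 20 h at ambient temperature.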
# uPA surface inh = inhibitors of cell surface uPA generation. cell surface uPA generation assay, qHTS. Potency, µM (series often up to 38.3 µM), inactives show top-dose activity change, negative = inhibition, hits mostly inhibitors. hit rate 0.31% among 330,000. AID 540303; active means well fitted inhibition curve with a large enough effect; inconclusive means small, poorly fitted or top-dose-only effect; inactive means no such curve, though single readings can be large or run the other way; tested in mouse RAW 264.7 cells; further: on the % scale 0 is the no-effect control and ±100 the full control effect; nearly all actives have a fitted effect of over 55% in size
# * = called active by the depositor; ? = inconclusive; . = no result given; [ ] = dose if it differs, or a comment. Unless noted, the call rests on the fitted dose curve; in most records, active means well fitted curve in the direction sought with a large enough effect; inconclusive means small, poorly fitted or top-dose-only effect, or another doubt; inactive means no such curve, though single readings can be large; an effect the other way counts as inactive or inconclusive. Potency means the concentration at half of the fitted maximal effect. No enrichment for hits. Share with any hit: about 13%.
structure	NPC1 prom act	p53 reactivation	Rab9 prom act	FLuc modulator	Gal4-VP16 FLuc	ELG1 genotoxic	BRCA1 expr act	MBNL1-CUG inh	RORgamma inh	uPA surface inh
C=CCn1c(COc2ccc(Cl)cc2)nnc1SCC(=O)NCC(=O)OCC	-1%	-8%	-9%	9%	?	2%	0%	-11%	11µM*	0%
CCC(=O)Nc1ccc(Oc2ccc(NC(=O)CC)c(NC(=O)CC)c2)cc1	0%	3%	-3%	-5%	2%	-13%	2%	1%	3%	4%
Cn1c(=O)c2c(nc(SCCNS(=O)(=O)c3ccccc3)n2C)n(C)c1=O	-4%	1%	-4%	9%	-3%	1%	2%	-17%	-10%[10 µM]	3%
Cc1cc(=O)n2c(n1)NC(Nc1cccc(C)c1C)=NC2c1ccccc1 (stereo unspecified)	-2%	7%	0%	0%	1%	-3%	-2%	1%	-10%	-2%
O=C(COc1ccccc1)Nc1ccc(-c2ccc(N3CCOCC3)nn2)cc1	?	28%	2.2µM*	?	.	?	97%	.	.	-7%
COC(=O)c1ccc(OC)c(CSc2nnc(COc3cccc(C)c3)o2)c1	-3%	-9%	-5%	-3%	2%	1%	-24%	3%	1%	3%
COc1ccc(C(=O)O)nc1C	10%	-3%	-4%	-1%	-12%	-1%	8%	-8%	?	-2%
CC(=O)c1sc(NC(=O)c2cc(S(=O)(=O)N3CCOCC3)ccc2F)nc1C	0%	-1%	-8%	.	.	0%	-15%	.	.	-26%
CN(c1ccccc1)C1CCCCC1NS(=O)(=O)c1ccc(Cl)cc1 (stereo unspecified)	-1%	11%	-4%	7%	?	-4%	-22%	.	-19%	?
O=C(NC1CCSc2ccccc21)c1ccccc1F (stereo unspecified)	7%	10%	10%	-16%	2%	4%	35%	-7%	?	-6%
COc1cc(Br)cc(CN2CCN(C=O)CC2)c1O	-1%	-2%	3%	6%[2.3 µM]	12%	0%	1%	-6%	-26%	.
O=C(Nc1ccccc1)c1ccc(-n2cnnn2)cc1	24%	2%	?	-21%	17%	13%	?	-2%	13%	-21%
O=C(COC(=O)c1cc(Cl)nc2ccccc12)c1ccc(Cl)cc1	-2%	-9%	0%	?	-25%	-1%	13%	-6%	3%	-14%
O=[N+]([O-])c1cccc(CSc2ncnc3ccccc23)c1	-10%	11%	9%	-16%	-24%	-8%	4%	.	14%	-17%
COCC(=O)N1CCCC(C(=O)c2ccc(C(F)(F)F)cc2)C1 (stereo unspecified)	-5%	0%	-3%	1%	-5%	-4%	-17%	-7%	-17%	-1%
CCOc1ccc(NC(=O)CCNc2c(N3CCCC3)c(=O)c2=O)cc1	0%	-17%	-7%	-1%	-1%	8%	45%	6%	19%	-1%
COC(=O)c1ccc(N2CCc3ccccc32)c([N+](=O)[O-])c1	-6%	2%	-1%	-24%	0%	0%	-21%	?	-4%	-10%
O=C(CC1C(=O)NCCN1CC1CCCCC1)NC1(c2ccccc2)CC1 (stereo unspecified)	-4%	2%	-2%	-2%	-2%	-1%	-5%	13%	1%	2%
COC(=O)c1nc(N)sc1-c1ccc(Cl)cc1	-7%	0%	-6%	0%	-19%	?	-41%	23%	-15%	-7%
Cc1ccc(-c2nc(NCC3CCCO3)sc2C)cc1 (stereo unspecified)	14%	0%	21%	?	-10%	17%	26%	1%	11µM*	11%

# Two neighbouring records from above, quoted:
structure	NPC1 prom act	p53 reactivation	Rab9 prom act	FLuc modulator	Gal4-VP16 FLuc	ELG1 genotoxic	BRCA1 expr act	MBNL1-CUG inh	RORgamma inh	uPA surface inh
CCC(=O)Nc1ccc(Oc2ccc(NC(=O)CC)c(NC(=O)CC)c2)cc1	0%	3%	-3%	-5%	2%	-13%	2%	1%	3%	4%
Cn1c(=O)c2c(nc(SCCNS(=O)(=O)c3ccccc3)n2C)n(C)c1=O	-4%	1%	-4%	9%	-3%	1%	2%	-17%	-10%[10 µM]	3%

# Some of the entries above, reformatted.
Molecule: COc1cc(Br)cc(CN2CCN(C=O)CC2)c1O
  NPC1 prom act: -1% | p53 reactivation: -2% | Rab9 prom act: 3% | FLuc modulator: 6%[2.3 µM] | Gal4-VP16 FLuc: 12% | ELG1 genotoxic: 0% | BRCA1 expr act: 1% | MBNL1-CUG inh: -6% | RORgamma inh: -26% | uPA surface inh: .

Molecule: C=CCn1c(COc2ccc(Cl)cc2)nnc1SCC(=O)NCC(=O)OCC
  NPC1 prom act: -1% | p53 reactivation: -8% | Rab9 prom act: -9% | FLuc modulator: 9% | Gal4-VP16 FLuc: ? | ELG1 genotoxic: 2% | BRCA1 expr act: 0% | MBNL1-CUG inh: -11% | RORgamma inh: 11µM* | uPA surface inh: 0%

Molecule: COC(=O)c1ccc(N2CCc3ccccc32)c([N+](=O)[O-])c1
  NPC1 prom act: -6% | p53 reactivation: 2% | Rab9 prom act: -1% | FLuc modulator: -24% | Gal4-VP16 FLuc: 0% | ELG1 genotoxic: 0% | BRCA1 expr act: -21% | MBNL1-CUG inh: ? | RORgamma inh: -4% | uPA surface inh: -10%

# Other results follow.
structure	NPC1 prom act	p53 reactivation	Rab9 prom act	FLuc modulator	Gal4-VP16 FLuc	ELG1 genotoxic	BRCA1 expr act	MBNL1-CUG inh	RORgamma inh	uPA surface inh
COc1ccccc1CNc1n[nH]c(NCc2ccccc2OC)n1	0%	-8%	-2%	4%	7%	-10%	-14%	-2%	-9%	-2%
O=C(CSCc1c(F)cccc1Cl)NNC(=S)NC1CCCCC1	2%	14%	2%	1%	?	4%	-15%	1%	?	-13%
CC(C)(C)C1c2[nH]c3ccccc3c2CCN1Cc1cccc(OCCO)c1 (stereo unspecified)	0%	8%	5%	-11%	-6%	10%	-24%	1%	17%	5%
NC(=O)c1oc2ccccc2c1NC(=O)CS(=O)(=O)c1ccccc1	1%	-1%	-1%	1%	1%	1%	0%	15%	-22%	3%
CCN(CC)c1nc2c(c(=O)[nH]c(=O)n2C)n1CCOc1ccccc1	2%	23%	-5%	-10%	-4%	7%	-24%	-4%	16%	-7%
COc1ccc(C(CCN(Cc2ccc(OC)c(OC)c2)C(=O)CCl)c2ccccc2)cc1 (stereo unspecified)	-40%[inhibitor]	-46%[inhibitor]	-34%[inhibitor]	-1%	?	-17%	-96%[inhibitor]	-16%	?	-8%
CCn1cc(CN2CCC(n3nccc3NC(=O)Cc3ccccc3)CC2)cn1	-5%	6%	1%	4%	-4%	1%	-7%	-6%	-16%	3%
COc1ccc(C2C(C(=O)N3CCN(c4ccccc4)CC3)c3ccccc3C(=O)N2C)cc1OC (stereo unspecified)	1%	-6%	-1%	2%	-12%	0%	1%	-16%	-6%	5%
O=C(CCO)c1ccc(O)cc1	-3%	1%	1%	5%	-2%	-2%	-1%	25µM*	-21%	0%
Cc1cc(C)n2nc(C(=O)N3CCN(c4ccc([N+](=O)[O-])cc4)CC3)nc2n1	-3%	-1%	-4%	3%	3%	-4%	3%	.	9%	-7%
CCC(=O)c1c(NC(C)C)cc(C)oc1=O	-3%	-2%	0%	-6%	1%	0%	1%	-10%	11%	-7%
CC(=O)c1ccc(N/C=C/C(=O)c2ccc(Br)cc2)cc1	2.8µM*	2%	4µM*	-5%	-5%	6.5µM*	?	5%	36%	4%
CC(C)Oc1ccc(C(=O)Nc2ccc(N(C)C)cc2)cc1	19%	?	18%	3.4µM*	-11%	4.1µM*	?	9%	0%	?
O=C(C[n+]1cccc2ccccc21)c1ccc(Cl)cc1	0%	-5%	-1%	-2%	-3%	-8%	-23%	?	?	9%
CCn1c(SCC(=O)c2ccc(O)c(O)c2)nnc1-c1ccccc1OC	-1%	14%	-1%	-17%	1%	0%	5%	1%	-9%	-2%
COc1ccccc1OC(C)C(=O)Nc1ccccc1C(=O)NCc1cccnc1 (stereo unspecified)	-5%	-3%	14%	0%	-14%	0%	-23%	2%	14%	4%
O=c1c2cnn(-c3ccccc3)c2ncn1Cc1ccccc1F	-2%	17%	-3%	-7%	-11%	4%	36%	3%	14%	0%
Cc1c(C(=O)OCc2nc3ccsc3c(=O)[nH]2)oc2ccccc12	-1%	-2%	-2%	-2%	.	0%	4%	.	.	-2%
CC(=O)c1ccc2cccc3c2c1N=CN3C	-1%	-11%	-1%	2%	-1%	3%	18%	?	-30%	-3%
CCCC(C)NC(=O)COc1ccc(S(=O)(=O)N2CCCC2)cc1 (stereo unspecified)	-3%	3%	-3%	0%	-2%	0%	0%	-9%	13%	0%
O=C(CCn1ccc2ccccc21)Nc1ccc(N2CCOCC2)cc1	-2%	-3%	-10%	-2%	2%	-5%	12%	-5%	10%	5%
O=c1c2c(nc3c(-c4ccccc4)c[nH]n13)CCC2	-1%	11%	11%	?	?	-12%	-39%	12%	6.3µM*	-8%

# Part of the list above, showing only RORgamma inh and NPC1 prom act.
mol	RORgamma inh	NPC1 prom act
COc1ccccc1OC(C)C(=O)Nc1ccccc1C(=O)NCc1cccnc1 (stereo unspecified)	14%	-5%
O=c1c2cnn(-c3ccccc3)c2ncn1Cc1ccccc1F	14%	-2%
Cc1c(C(=O)OCc2nc3ccsc3c(=O)[nH]2)oc2ccccc12	.	-1%
CC(=O)c1ccc2cccc3c2c1N=CN3C	-30%	-1%
